STK33 inh – human STK33 kinase inhibition; Q9BYT3; purified STK33, MBP phosphorylation, ADP-Glo luminescence; actives 0.073% (n = 320,000); inhibition, % at 10 µM; AID 2661;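 active = inhibition at or above 25%, using the most active replicate where run in duplicate; inactive = inhibition below 25%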
Target sequence (Q9BYT3 whole entry, looked up): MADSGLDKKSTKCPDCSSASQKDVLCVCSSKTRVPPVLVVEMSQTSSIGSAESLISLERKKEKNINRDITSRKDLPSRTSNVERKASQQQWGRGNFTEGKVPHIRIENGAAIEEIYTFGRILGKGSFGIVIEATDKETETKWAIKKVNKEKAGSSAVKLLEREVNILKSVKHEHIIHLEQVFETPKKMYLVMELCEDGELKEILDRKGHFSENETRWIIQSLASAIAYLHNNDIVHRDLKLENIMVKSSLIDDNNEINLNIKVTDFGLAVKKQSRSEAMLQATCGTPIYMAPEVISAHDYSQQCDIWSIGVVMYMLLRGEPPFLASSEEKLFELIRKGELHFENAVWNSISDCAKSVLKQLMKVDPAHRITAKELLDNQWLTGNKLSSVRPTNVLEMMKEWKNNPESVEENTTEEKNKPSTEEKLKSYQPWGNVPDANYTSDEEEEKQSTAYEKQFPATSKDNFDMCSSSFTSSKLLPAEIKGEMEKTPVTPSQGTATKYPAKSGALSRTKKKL
OX1R antag – antagonists of human orexin 1 receptor (OX1R); O43613; OX1R-expressing cells, FRET antagonist read-out; actives 1.8% (n = 330,000); AID 485270; inhibition, % at 6.6 µM; in the data active = inhibition mostly above about 38%, no sharp cut-off; inactive = mostly below about 40%;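 note: 0% = agonist challenge alone and 100% = reference antagonist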
Target sequence (O43613 whole entry, looked up): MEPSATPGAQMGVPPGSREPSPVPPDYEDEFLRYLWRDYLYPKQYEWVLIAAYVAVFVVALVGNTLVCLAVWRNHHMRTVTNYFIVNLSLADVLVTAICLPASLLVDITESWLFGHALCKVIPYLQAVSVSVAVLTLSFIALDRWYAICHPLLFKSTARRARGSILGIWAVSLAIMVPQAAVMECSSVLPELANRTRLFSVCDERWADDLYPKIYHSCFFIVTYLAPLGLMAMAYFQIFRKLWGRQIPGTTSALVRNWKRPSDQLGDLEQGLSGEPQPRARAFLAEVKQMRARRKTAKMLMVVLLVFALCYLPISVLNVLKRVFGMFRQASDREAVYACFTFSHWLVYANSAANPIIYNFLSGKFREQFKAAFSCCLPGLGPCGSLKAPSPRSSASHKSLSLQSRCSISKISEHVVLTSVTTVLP
An asterisk follows results filed as active; x = not tested or not shown.

Every second line gives: STK33 inh | OX1R antag
> CCOC(=O)COc1cc(OCC(=O)OCC)c2c3c(c(=O)oc2c1)CCCC3
  -0.4 | x
> Cc1ccc(Cc2nnc(SCC(=O)Nc3ccccc3C)[nH]c2=O)cc1
  -1.6 | 19
> COc1cccc(CN(C(=O)CN2C(=O)c3ccccc3S2(=O)=O)C(C(=O)NCC2CCCO2)c2ccco2)c1 (stereo unspecified)
  -0.9 | 10
> Cc1ccc(C(C)C)c(OCC(=O)NNCC(=O)Nc2cccc(F)c2)c1
  -1.2 | 22
> CCOC(=O)Cn1nnnc1C(CC)N(Cc1cccs1)Cc1cc2ccc(OC)cc2[nH]c1=O (stereo unspecified)
  -0.1 | 22
> C#CCOCCOCCOCCNc1nc(N2CCN(C(=O)[C@H](C(C)C)n3cc(CCO)nn3)CC2)nc(N2CCN(C(=O)[C@H]([C@@H](C)CC)n3cc(CCCCN)nn3)CC2)n1
  -0.3 | 13
> CCN(CC)S(=O)(=O)c1cccc(-c2nnc(SCC(=O)c3cc(C)n(C4CC4)c3C)o2)c1
  -0.1 | 18
> CCC/C(=N\NC(=O)C1CC1)c1ccc(Br)cc1
  -2.1 | 15
> Nn1c(SCC(=O)NCc2ccc3c(c2)OCO3)nnc1C(F)(F)F
  -0.6 | 1
> O=C(O)c1ccccc1C(=O)c1ccc(Sc2ccc(Cl)cc2)c([N+](=O)[O-])c1
  -3.1 | 9
> COCCC(=O)N1CCC(Oc2ccc(C(=O)N3CCCCCC3)cc2)CC1
  -1.9 | -2
> Cc1ccc(/C=N/N=C2\SCC(=O)N2CC2CC2)cc1
  -1.8 | 2
> COc1ccc(/C=N/NC2=NCCCCC2)cc1
  -1.1 | 19
> O=C(CSc1nnc(-c2ccccc2)o1)N1CCOCC1
  -0.9 | 15
> COc1cc(C(=O)NCCCNc2nc3cc(C)c(C)cc3cc2C#N)cc(OC)c1OC
  -1.4 | 35
> Oc1cccc(/C=N/N(Cc2ccccc2)c2ccccc2)c1
  -1.8 | 34
> O=C(N=C1N=C2C=CC(Br)=CN2Cc2ccccc21)c1ccc([N+](=O)[O-])cc1[N+](=O)[O-]
  -0.8 | 45*
> CCc1ccc(CNCc2cccnc2)cc1
  -2.4 | 22
> OC(c1ccccc1)(c1ccccc1)c1ccn[nH]1
  -0.6 | 8
> O=C(N/N=C/c1cccs1)c1cnccn1
  -0.7 | 23
> CN(CC(=O)Nc1ccc(F)c(F)c1F)C(=O)CN1C(=O)C2CCCCC2C1=O (stereo unspecified)
  -1.4 | 9
> Cc1nc(NC(=O)COC(=O)C2=NNC(=O)CC2)c(Cl)cc1Cl
  -0.1 | 10
> Cc1ccccc1CC1(CO)CCCN(Cc2ccccc2Cl)C1 (stereo unspecified)
  0.0 | 8
> CCOc1ccc(C(c2nnnn2C(C)(C)C)N2CCN(C(=O)c3ccco3)CC2)cc1 (stereo unspecified)
  -0.6 | 7
> Cc1cccc(OCC(=O)Nc2nonc2NC(=O)COc2cccc(C)c2)c1
  -0.5 | 10
> Nc1ncnc(SCc2c(F)cccc2Cl)n1
  -0.9 | 10
> CNC(=O)c1cc(S(=O)(=O)Nc2ccc3c(c2)OCCO3)ccc1C
  -0.7 | 8
> O=C(c1ccccc1)c1c[nH]c(C(=O)NCc2cccnc2)c1
  0.0 | 0
> COC(=O)c1cc(-c2cccc([N+](=O)[O-])c2)c2c(=O)n(C)c(=O)n(C)c2n1
  -1.5 | 1
> Cc1nnc(NC(=O)CSc2nnc(Cc3cccn3C)n2CCc2ccccc2)s1
  -1.4 | 6
> Cc1[nH]nc(N)c1-c1ccccc1
  -0.1 | 15
> Cc1ccc(CN2CCN(Cc3cn[nH]c3-c3ccccc3)CC2CCO)o1 (stereo unspecified)
  -1.0 | 2
> CC(C)n1c(CN2CCN(C)CC2)nc2c1c(=O)n(C)c(=O)n2C
  0.2 | 12
> O=C(CCNC(=O)c1ccc([N+](=O)[O-])cc1)Nc1ccc(N2CCOCC2)cc1N1CCOCC1
  2.1 | 16
> O=C(Cn1cnc2ccccc2c1=O)N1CCOCC1
  7.9 | 12
> O=S(=O)(/N=C(/NS(=O)(=O)c1ccccc1)c1ccccc1)c1ccccc1
  -2.0 | 14
> O=C(CSc1cccc2cccc(Cl)c12)NC1=NCCS1
  9.8 | 112*
> O=c1c(Cc2ccccc2)c(O)ccn1CCc1cnc[nH]1
  -2.3 | 7
> O=C(Cn1cncn1)N/N=C/c1cccnc1
  -1.4 | 26
> Cc1cc(C)c(C)c(S(=O)(=O)N2CCN(C(=O)CCc3nc4ccccc4c(=O)[nH]3)CC2)c1C
  -0.3 | 5
> O=C1N/C(=C\c2ccccc2)C(O)=C1C=NCc1ccccc1
  x | 13
> O=C(NC(NC(=S)Nc1ccc(Cl)cc1Cl)C(Cl)(Cl)Cl)c1cccc([N+](=O)[O-])c1 (stereo unspecified)
  0.8 | 26
> CCc1ccc(NC(=O)C2CC(=O)Nc3ncnn32)cc1 (stereo unspecified)
  -0.4 | -3
> Cc1ccc2nc(-c3ccccc3)cc(C(=O)N3CCN(S(=O)(=O)c4c(C)noc4C)CC3)c2c1
  0.1 | -1
> CCSc1nnc(NC(=O)[C@@H](NC(=O)c2cc(OC)cc(OC)c2)C(C)C)s1
  0.4 | 20
> Cc1cc(C)c(C#N)c(Nc2ccccc2Cl)n1
  -1.6 | 14
> Cc1cc(NC(=O)CSc2nc3c(c(=O)n2-c2ccccc2)SC(C)C3)no1 (stereo unspecified)
  0.9 | 18
> COc1cccc(C2C(C(=O)c3cccs3)=C(O)C(=O)N2CCN2CCOCC2)c1 (stereo unspecified)
  0.3 | 9
> COc1ccc(N=c2oc3cc(O)ccc3cc2C(=O)NCC2CCCO2)c(OC)c1 (stereo unspecified)
  -4.3 | 16
> COc1ccc(N2C(=O)CC(N3CCN(c4ccc(Cl)cc4)CC3)C2=O)cc1 (stereo unspecified)
  -2.2 | 11
> O=C(C1CC1)N1N=C(C2CCCCC2)CC1(O)C(F)(F)F (stereo unspecified)
  1.2 | 13
> COc1cccc(-c2nnn(CC(=O)N3CCCCC3)n2)c1
  1.5 | 2
> O=C1CCCN2N=C(SCC(=O)Nc3cccc(C(F)(F)F)c3)SC2=N1
  -1.1 | 29
> Cn1c(CO)nc2cc(N)ccc21
  0.3 | 11
> CC1Cc2cc(/C=C3/SC(=S)NC3=O)ccc2O1 (stereo unspecified)
  6.3 | 37
> COc1ccc(N(CC(=O)Nc2cccc(F)c2)S(=O)(=O)c2c(C)[nH]c(=O)[nH]c2=O)cc1
  x | 13
> OCC1(CCc2ccccc2)CCN(Cc2cnc(N3CCCC3)s2)CC1
  0.2 | 20
> CCC(C)(C)NC(=O)CN(C(=O)CCC(=O)Nc1nccs1)c1ccccc1C
  0.6 | -1
> CCCc1nc2scc(-c3ccccc3)c2c(=O)n1N
  -0.6 | 16
> CCN1CCN(C(c2cc(OC)c(OC)c(OC)c2)c2nnnn2C(C)C)CC1 (stereo unspecified)
  -3.2 | 4

OX1R antag: what is marked active above.
Every second line gives: STK33 inh | OX1R antag
> O=C(N=C1N=C2C=CC(Br)=CN2Cc2ccccc21)c1ccc([N+](=O)[O-])cc1[N+](=O)[O-]
  -0.8 | 45*
> O=C(CSc1cccc2cccc(Cl)c12)NC1=NCCS1
  9.8 | 112*

(list continues)
SMILES	STK33 inh	OX1R antag
O=C(Nc1cccnc1)c1ccc(COc2cc(Cl)ccc2Cl)o1	-0.3	35
CN1CCC(=NNC(=O)CN(c2ccc(Oc3ccccc3)cc2)S(C)(=O)=O)CC1	-0.9	13
CCOC(=O)C1CCN(Cc2ccc(F)cc2F)CC1	0.1	18
Cc1ccc(C(=O)n2nc(C#N)c(C#N)c2N)cc1	-1.5	6
C=CCC1(CC=C)CCCN1C(=O)CC1C(=O)NCCN1Cc1cccc(OC)c1OC (stereo unspecified)	-1.2	5
CCc1nn(C(C)C(=O)Nc2cccc(C)c2C)c(=O)c2cc3occc3n12 (stereo unspecified)	-0.4	17
CCN1/C(=C/c2ccc3cc(C)ccc3[n+]2CC)Sc2ccc3sccc3c21	-0.4	27
Brc1ccc(CN2C3=NCCCN3c3ccccc32)cc1	0.8	13
CCOc1ccc(CNC(=O)C2CCN(S(=O)(=O)c3ccc4c(c3)CCCC(=O)N4)CC2)cc1	1.7	-1
O=C(Nc1nnc(SCc2ccc(F)cc2)s1)C1CC(=O)N(Cc2ccccc2)C1 (stereo unspecified)	-1.5	1

Part of the list above in order of heavy-atom count, ascending.
SMILES	STK33 inh	OX1R antag
CCOC(=O)C1CCN(Cc2ccc(F)cc2F)CC1	0.1	18
CCN1/C(=C/c2ccc3cc(C)ccc3[n+]2CC)Sc2ccc3sccc3c21	-0.4	27
O=C(Nc1nnc(SCc2ccc(F)cc2)s1)C1CC(=O)N(Cc2ccccc2)C1 (stereo unspecified)	-1.5	1
CCOc1ccc(CNC(=O)C2CCN(S(=O)(=O)c3ccc4c(c3)CCCC(=O)N4)CC2)cc1	1.7	-1

Next part
SMILES	STK33 inh	OX1R antag
O=C1C2C3C=CC(C3)C2C(=O)N1c1cccc2cccnc12 (stereo unspecified)	-0.8	10
Cc1ccc(F)c(N=Cc2c(O)c3ccccc3oc2=O)c1	1.3	51*
O=C(C1=C[C@H](c2coc3ccccc3c2=O)C[C@H](OCc2ccc(CO)cc2)O1)N1CCOCC1	-1.6	8
COc1ccc(C(=O)NC2CCN(S(=O)(=O)c3ccc(F)cc3)CC2)cc1	0.0	10
Cn1c2ccccc2c2cc(C(=O)N3CCOCC3)sc21	-0.6	6
Cc1cn(C(=O)c2ccccc2)c(=S)n1-c1ccc(Cl)cc1	-0.4	11
O=C(Nc1nnc(-c2ccco2)o1)c1ccc(Cl)s1	-2.2	9
O=C1N=C(N2CCOCC2)S/C1=C\c1cccs1	0.7	41
CCCCn1c(N)c(N(CC(C)C)C(=O)c2cc(C)nc3ccccc23)c(=O)[nH]c1=O	-1.6	2
COc1ccccc1C(=O)NC(=O)CSc1nnc2ccccn12	0.7	11
O=C(O)c1ccccc1-n1cnnn1	-0.3	6
Cc1cc2c(c(=O)n1Cc1cccnc1)C(c1ccccc1)C(C#N)=C(N)O2 (stereo unspecified)	-1.1	37
Cc1ccnn1CCC(=O)N1CCCC(CCC(=O)N2CCN(c3ccccn3)CC2)C1 (stereo unspecified)	-1.7	-4
CCc1ccc(N2C(=O)CN(Cc3cccs3)C2=S)cc1	0.0	34
COc1cccc(CNC(=O)c2cc3c(cc2Cl)N2CCCCCC2=NS3(=O)=O)c1	-0.5	23
COc1ccc(S(=O)(=O)N2CCN(c3ccc(C)cc3C)CC2)cc1OC	0.1	14
Cc1ccccc1NC(=O)C1CCCN1C(=O)NC1CCCCC1 (stereo unspecified)	-0.2	9
COc1cc2nc(C3CCC3)n(NC(=O)C3CCCC(OC)C3)c(=O)c2cc1OC (stereo unspecified)	-1.4	10
COc1ccc(C(=O)NC23CC4CC(CC(C4)C2)C3)cc1	-1.7	-4
CS(=O)(=O)c1[nH]nc(-c2ccccc2)c1C#N	0.0	1
O=C(COc1ccc(Br)cc1)NCc1ccccn1	-1.2	23
Cc1cc(C)c(NC(=O)CCCC(=O)O)c(Cl)c1	-1.2	19
Cc1ccc(CNS(=O)(=O)c2ccc(F)c(F)c2)n1C	-0.5	13
Cc1ccc2nc3n(c(=O)c2c1)-c1ccccc1C(=O)NC3Cc1ccccc1 (stereo unspecified)	-0.6	4
O=C(COC(=O)c1ccccc1)NCc1cccs1	-0.8	5
CC(=O)c1ccc(Sc2ccccc2)c([N+](=O)[O-])c1	-4.0	5
O=c1cc(-c2ccc(Cl)cc2)oc(=O)[nH]1	-1.4	30
Cc1c(NC(=O)C(C)Oc2ccc(Br)cc2)c(=O)n(-c2ccccc2)n1C (stereo unspecified)	-2.5	8
COC(=O)CN(c1ccc(F)cc1)S(=O)(=O)c1ccc2c(c1)OCCO2	-0.7	4
O=C1NCC(COc2ccc(Cl)cc2)O1 (stereo unspecified)	-2.3	4
O=C1CC(N2CCN(S(=O)(=O)c3cccc(C(F)(F)F)c3)CC2)C(=O)N1Cc1ccccc1 (stereo unspecified)	-1.3	16
CCOC(=O)CNC(=O)CSc1nnc(CCc2nc3ccccc3[nH]2)n1C	x	14
CC(C)CN1CCN(Cc2nc3ccccc3s2)CC1CCO (stereo unspecified)	-0.8	6
O=C(NC1CCCC1)C1CCCN(S(=O)(=O)c2cnc[nH]2)C1 (stereo unspecified)	-0.3	13
CC(C)Cn1c(N)c(C(=O)COC(=O)c2cnc(Cl)c(Cl)c2)c(=O)n(C)c1=O	-0.6	10
Cc1cccc2nc(CSc3ccccc3C(=O)O)cn12	0.3	15
Cn1nc(-c2ccc(Cl)cc2)c2cc(C(=O)N3CCCC3)sc21	-0.7	7
CC1CCN(C(=O)c2ccccc2NC(=O)c2cccc(S(=O)(=O)N(C)C)c2)CC1	0.2	1
CCC(=O)N1CCCc2cc(S(=O)(=O)N3CCN(C4CCCCC4)CC3)ccc21	-0.7	37
NC(=O)CC[C@H](NC(=O)c1ccc(F)cc1)C(=O)OCC(=O)Nc1ccc(N2CCOCC2)cc1	-2.0	3
CCOc1ccc(NC(=O)N2CCN(CC)CC2)cc1	1.4	5
Cc1cc(C(=O)N/N=C/c2cn[nH]c2-c2ccccc2)cs1	9.0	9
CSc1nc(C)[nH]c(=O)c1C#N	-1.0	-1
O=C(O)CC(CCc1ccccc1)OC1OC(CO)C(O)C(O)C1O (stereo unspecified)	2.5	10
CCCC(=O)Nc1ccc(-c2csc(N/N=C\c3ccncc3)n2)cc1	0.2	3
O=C(Nc1cccc(C(F)(F)F)c1)C1CCCN1S(=O)(=O)c1cccc2cccnc12 (stereo unspecified)	-1.1	91*
O=C(N/N=C/c1ccc(C(=O)O)cc1)C1=NNC(c2ccccc2)(c2ccccc2)C1	-1.4	17
COCCNC(=O)CSCc1nc(-c2ccc(SC)cc2)oc1C	-0.3	12

Retrieved one by one from the entries so far, two records:
SMILES	STK33 inh	OX1R antag
O=C(O)CC(CCc1ccccc1)OC1OC(CO)C(O)C(O)C1O (stereo unspecified)	2.5	10
O=C(Nc1cccc(C(F)(F)F)c1)C1CCCN1S(=O)(=O)c1cccc2cccnc12 (stereo unspecified)	-1.1	91*
